GPR151 ag: activators of human GPR151, primary screen, cell-based, PathHunter beta-arrestin, luminescence. AID 1508602, 2020. PathHunter beta-arrestin GPR151 cells. activation, % at 11.2 µM. actives 1% (n = 650,000); in the data active = activation above about 4.9%;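 note: 0% = median of compound wells and 100% = cells with positive control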
Target sequence (Q8TDV0 whole entry, looked up): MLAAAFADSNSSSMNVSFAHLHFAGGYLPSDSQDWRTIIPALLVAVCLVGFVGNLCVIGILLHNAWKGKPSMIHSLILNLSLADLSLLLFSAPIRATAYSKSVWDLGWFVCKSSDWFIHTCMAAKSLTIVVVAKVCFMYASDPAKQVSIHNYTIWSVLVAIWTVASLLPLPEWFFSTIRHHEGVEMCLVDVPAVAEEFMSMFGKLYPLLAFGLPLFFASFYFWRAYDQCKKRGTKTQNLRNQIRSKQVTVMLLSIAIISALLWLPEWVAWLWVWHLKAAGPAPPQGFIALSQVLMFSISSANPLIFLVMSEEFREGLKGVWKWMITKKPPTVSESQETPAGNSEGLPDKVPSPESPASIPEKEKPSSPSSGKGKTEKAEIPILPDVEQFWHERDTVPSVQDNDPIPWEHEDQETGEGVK
TEAD-YAP inh: TEAD-YAP interaction inhibition, primary screen, TEAD-YAP interaction inhibitor project, luminescence, HEK-TIYL cells. TEAD-Gal4/YAP UAS-luciferase luminescence. inhibition, % at 9.12 µM. actives 1.4% (n = 640,000). AID 1259422, 2018; in the data active = inhibition above about 32%;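 note: 0% = median of test compound wells and 100% = reference inhibitor wells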
FBW7 activator: FBW7 E3 ligase activators, primary screen, biochemical, AlphaScreen, human. actives 0.13% (n = 650,000). AlphaScreen FBW7–phospho-cyclin E peptide binding, activator screen. F-box/WD repeat-containing protein 7 (Homo sapiens), Q969H0. normalized activity (activation), % at 26.1 µM; in the data active = normalized activity above about 1.9%;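 note: purified mutant Fbw7 with reduced substrate affinity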
Target sequence (Q969H0 whole entry, looked up): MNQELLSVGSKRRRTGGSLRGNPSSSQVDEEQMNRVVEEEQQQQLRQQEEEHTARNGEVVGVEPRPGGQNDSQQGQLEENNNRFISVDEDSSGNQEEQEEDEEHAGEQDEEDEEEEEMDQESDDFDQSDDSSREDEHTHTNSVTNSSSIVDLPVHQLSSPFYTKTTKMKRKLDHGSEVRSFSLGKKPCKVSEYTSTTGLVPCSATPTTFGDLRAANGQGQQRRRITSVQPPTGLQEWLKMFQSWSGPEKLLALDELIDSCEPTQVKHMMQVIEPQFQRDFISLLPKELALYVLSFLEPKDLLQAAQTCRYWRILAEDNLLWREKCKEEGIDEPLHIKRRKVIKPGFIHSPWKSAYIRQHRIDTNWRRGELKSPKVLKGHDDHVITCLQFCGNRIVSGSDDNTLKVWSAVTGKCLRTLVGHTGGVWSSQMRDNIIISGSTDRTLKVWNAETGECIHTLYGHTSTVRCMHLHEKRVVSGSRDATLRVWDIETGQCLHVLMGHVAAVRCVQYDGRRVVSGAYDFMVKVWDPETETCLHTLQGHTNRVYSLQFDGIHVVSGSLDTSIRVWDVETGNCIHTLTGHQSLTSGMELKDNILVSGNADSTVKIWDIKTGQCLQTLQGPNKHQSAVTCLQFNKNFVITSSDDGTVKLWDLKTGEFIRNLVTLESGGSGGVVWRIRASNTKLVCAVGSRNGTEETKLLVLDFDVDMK
MITF inh: MITF inhibitors, primary screen, biochemical, AlphaScreen, human; Microphthalmia-associated transcription factor (Homo sapiens), O75030; AlphaScreen MITF homodimerization, bead proximity signal; inhibition, % at 2.6 µM; actives 0.91% (n = 650,000); AID 1259374, 2018; in the data active = inhibition above about 50%;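 note: 0% = vehicle wells with protein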
An asterisk follows results filed as active; x = no result given. An unsorted share of the library. Share with any hit: about 3.4%.

SMILES	GPR151 ag	TEAD-YAP inh	FBW7 activator	MITF inh
Cc1sc(NC(=O)Cc2ccc(Br)cc2)c(C(N)=O)c1C	2.2	-6	-0.2	18
O=C(NCCCNc1ccc([N+](=O)[O-])cc1)c1cc(F)c(F)cc1Cl	-0.1	1	-0.1	0
CCN(CC)C(=O)Cn1cnc2sc(C(=O)Nc3cccc(C(F)(F)F)c3)c(C)c2c1=O	-1.8	-4	0.3	15
O=C(O)C1(c2ccccc2)CCN(S(=O)(=O)c2cccs2)CC1	0.9	-4	0.1	7
CN(C)CCNC(=O)/C(=N\O)c1ccccn1	-0.8	-2	0.1	9
CC(NC(=O)c1ccc(N(C)S(=O)(=O)c2ccccc2)cc1)c1ccccc1 (configuration not stated)	1.2	-3	-0.2	-12
Cc1cc(I)ccc1NC(=O)c1cccnc1Cl	0.7	7	0.2	10
CCN=C1SC(C(=O)Nc2ccccc2)CC(=O)N1CC (configuration not stated)	0.1	-11	0.1	5
CCC(=O)N1N=C(c2cccc([N+](=O)[O-])c2)CC1c1ccc(OC)cc1 (configuration not stated)	0.0	-6	-0.1	-11
O=C(CC1C(=O)NCCN1Cc1ccc(F)cc1)NCCN1CCOCC1 (configuration not stated)	2.7	1	0.4	3
CC(C(=O)Nc1cccc(C(F)(F)F)c1)N1c2cccc3cccc(c23)S1(=O)=O (configuration not stated)	3.4	-7	0.1	-20
O=C(O)Cc1ccc(-n2c(-c3ccncc3)n[nH]c2=S)cc1	-0.2	8	0.1	4
CCc1ccc(CN(C)C(=O)CC2C(=O)NCCN2Cc2ccc(OC)cc2OC)cc1 (configuration not stated)	1.1	-2	0.0	-6
c1ccc(-c2cc(N3CCN(c4ccccn4)CC3)nc(-c3ccncc3)n2)cc1	-0.3	1	0.0	-10
Cc1cc(=O)oc2cc(OCC(=O)OC3CCOC3=O)ccc12 (configuration not stated)	0.4	-4	-0.1	-2
O=C(Cn1cc2c(n1)CCCC2)NCCCN1CCN(c2ccccc2F)CC1	0.0	-4	-0.1	9
O=C(N=NC(=O)c1cc(-n2c(O)c3ccccc3c2O)ccc1Cl)c1ccccc1	1.2	-5	0.0	10
NS(=O)(=O)c1cccc(NC(=S)Nc2cccc(C(F)(F)F)c2)c1	-0.1	-3	-0.2	8
COc1cccc(NC(=O)Nc2nnc(SCc3ccc(F)cc3)s2)c1	3.4	10	0.1	4
O=C(CCCc1nc(-c2ccc(Cl)cc2)no1)Nc1cccnc1	-0.1	27	0.0	-10
COC(=O)c1ccc(NC(=O)CSc2nc(=O)cc(N)n2CCc2ccccc2)cc1	0.0	6	-0.1	0
COc1cccc(/C=N/NC(=O)C(C)Nc2ccccc2C)c1O (configuration not stated)	-0.3	14	-0.2	11
Nc1nonc1-c1noc(-c2cccc(COc3ccc(Cl)cc3Cl)c2)n1	-0.5	-47	0.0	11
Cc1ccc(O)c(/C=N/NC(=O)COc2ccc(Cl)cc2)c1	0.1	6	0.5	4
CSc1nc2ccc(NC(=O)CN3C(=O)C4CCCCC4C3=O)cc2s1 (configuration not stated)	-0.2	-13	0.2	-7

Among those listed so far, 2 have a COOH group.
SMILES	GPR151 ag	TEAD-YAP inh	FBW7 activator	MITF inh
O=C(O)C1(c2ccccc2)CCN(S(=O)(=O)c2cccs2)CC1	0.9	-4	0.1	7
O=C(O)Cc1ccc(-n2c(-c3ccncc3)n[nH]c2=S)cc1	-0.2	8	0.1	4

Next section:
SMILES	GPR151 ag	TEAD-YAP inh	FBW7 activator	MITF inh
CC(=O)C1C(c2ccc(F)c(F)c2)NC(=O)NC1(O)C(F)(F)F (configuration not stated)	1.6	7	-0.1	7
CCc1ccc(N2CC(C(=O)Nc3ccccn3)CC2=O)cc1 (configuration not stated)	2.4	2	0.0	11
CCS(=O)(=O)N1CCN(S(=O)(=O)c2ccccc2)CC1	0.4	9	0.0	-11
Cc1nn(CCCC(=O)NCc2ccc(F)cc2)c(=O)c2nccn12	-2.3	-5	0.1	2
CCCc1nnc(NC(=O)c2cccc(OCC)c2)s1	-1.5	-30	0.2	13
CN1C(=O)/C(=C/c2ccc(OCc3cccc(F)c3)cc2)NC1=S	0.6	2	0.0	7
CCc1ccc(Nc2nnc(SCC(=O)NCCC#N)s2)cc1	1.5	-17	0.0	-7
C=CCNC(=O)c1cc2c(n(-c3ccc(C)cc3)c1=O)CCCC2=O	3.0	-9	-0.2	-11
Cc1c(C(=O)c2ccccc2)oc2cc(NC(=O)C3CC3)ccc12	-1.1	-1	0.0	-17
O=C(Oc1cccc(-c2cnc3ccccc3n2)c1)c1ccc(Cl)cc1Cl	-0.1	-2	0.2	12
Cc1oc(-c2ccccc2)nc1Cn1c(=O)n(C(C)C)c(=O)c2ccccc21	2.9	3	0.0	2
CC(=O)c1ccc(NC(=O)c2cc3ccccn3n2)cc1	-0.4	18	0.1	5
COc1ccc(C(=O)Nc2cc(Cl)ccc2C(=O)O)cc1	-1.4	6	0.1	15
COc1ccc(NS(=O)(=O)c2cccc(Cl)c2)cc1S(=O)(=O)N1CCCCC1	-0.7	8	0.2	7
CCn1ccnc1CN1CCC(CO)(Cc2cccc(OC)c2)CC1	-0.8	0	0.0	-3
COc1ccc(/C=C2/C(=O)ON=C2C)cc1Cl	-0.1	4	-0.1	30
S=C(Nc1ccccc1)N(Cc1ccccc1)Cc1ccccc1	2.6	2	-0.1	-3
Cc1cccc(C(=O)Nc2nnc(SCC(=O)NC3CCCCC3)s2)c1	-1.8	-6	0.6	22
CCc1cccc(NC(=O)c2ccc([N+](=O)[O-])cc2)c1	-2.0	8	0.1	8
O=C(CSc1nc2sc3c(c2c(=O)n1-c1cccc2ccccc12)CCCC3)Nc1ccc(F)cc1	-1.5	1	0.1	8
CCN1CCCC1CNC(=O)C(=O)NCc1ccc2c(c1)OCO2 (configuration not stated)	-1.3	-10	0.0	3
Cc1nnc(Nc2ccccc2O)c2ccccc12	-1.1	-3	-0.1	-14
C=CCn1c(CNC(=O)c2ccccc2C)nnc1SCC(=O)NC1CCCC1	1.8	4	0.2	-2
COc1cccc(NC(=O)c2cc(Br)ccc2I)c1	0.9	-3	-0.3	-20
Cc1ccc(C)c(NC(=O)c2ccc(C)c([N+](=O)[O-])c2)c1	0.9	8	0.0	3

A second format for some results above.
O=C(O)Cc1ccc(-n2c(-c3ccncc3)n[nH]c2=S)cc1
  GPR151 ag: -0.2
  TEAD-YAP inh: 8
  FBW7 activator: 0.1
  MITF inh: 4

CCc1ccc(CN(C)C(=O)CC2C(=O)NCCN2Cc2ccc(OC)cc2OC)cc1 (configuration not stated)
  GPR151 ag: 1.1
  TEAD-YAP inh: -2
  FBW7 activator: 0.0
  MITF inh: -6

c1ccc(-c2cc(N3CCN(c4ccccn4)CC3)nc(-c3ccncc3)n2)cc1
  GPR151 ag: -0.3
  TEAD-YAP inh: 1
  FBW7 activator: 0.0
  MITF inh: -10

Cc1cc(=O)oc2cc(OCC(=O)OC3CCOC3=O)ccc12 (configuration not stated)
  GPR151 ag: 0.4
  TEAD-YAP inh: -4
  FBW7 activator: -0.1
  MITF inh: -2

Further compounds follow:
SMILES	GPR151 ag	TEAD-YAP inh	FBW7 activator	MITF inh
O=C1[C@@H]2CSCN2C(=O)[C@H]2CN(CC3CC3)CCN12	-1.3	2	0.3	12
O=C(Cn1cnc2sc3c(c2c1=O)CCCC3)NCCCC(=O)Nc1cccc(Cl)c1	1.5	12	0.0	8
Cc1cccc(C)c1N=C1S/C(=C\c2cc3c(cc2Br)OCO3)C(=O)N1c1ccccc1	1.3	-4	-0.1	-5
COc1cccc(C(=O)Nc2nnc(-c3ccccc3)s2)c1	0.1	-54	-0.1	-3
COc1cccc(C(=O)NCc2cn3ccc(C)cc3n2)c1	0.1	3	-0.1	-3
Cc1ccc(NC(=O)COc2ccc(N3CC(C(N)=O)CC3=O)cc2)cc1 (configuration not stated)	6.4*	7	0.3	7
Cc1cc(C)c2c(-n3cccc3)c(C(=O)N3CCOCC3)sc2n1	-2.2	3	0.0	9
CCCCCSc1nc2sc3c(c2c(=O)n1-c1ccc(C)cc1)CCC3	-0.4	-2	0.0	15
CN(C)c1ccccc1-c1cnc2c(Nc3cccc(C(F)(F)F)c3)nccn12	0.8	8	0.1	-1
O=C(COc1ccc([N+](=O)[O-])cc1)Nc1nc2ccc(Cl)cc2s1	-1.2	15	-0.2	15
COc1cccc(C(=O)NCCc2ccc(F)cc2)c1	-1.5	-58	0.2	7
Cc1cccc(C2c3[nH]c4ccccc4c3CCN2C(=O)c2ccc(=O)[nH]c2)n1 (configuration not stated)	-0.9	-9	-0.1	4
CS(=O)(=O)Nc1cccc(C(=O)OCCSc2cccc(C(F)(F)F)c2)c1	-1.3	9	0.1	9
O=C(Nc1ccc(NC(=O)c2cccc3ccccc23)cc1)c1ccco1	0.8	-12	0.1	-5
O=C(O)c1ccc(NS(=O)(=O)c2ccc3c(c2)[C@H]2C=CC[C@H]2[C@@H](c2cccc([N+](=O)[O-])c2)N3)cc1	-0.8	-3	-0.5	12
Nn1c(COc2ccccc2)nnc1SCc1ccc(Br)cc1	0.8	3	0.1	2
Cn1c(=O)c2c(ncn2CC(=O)Nc2cccc(Cl)c2Cl)n(C)c1=O	-0.1	3	0.0	-3
O=C(NN=C1CCCCC1)NC1CCCCC1	0.5	-5	-0.2	1
CCOc1ccc(-c2nnn(CC(=O)NCCc3c[nH]c4ccccc34)n2)cc1	3.6	-1	-0.1	10
CCC1S/C(=N\N=C\c2ccco2)NC1=O (configuration not stated)	-2.6	-8	0.0	-15
COC(=O)c1ccc(OC(=O)c2cc(=O)[nH]c3ccccc23)c(C(=O)OC)c1	-1.1	-5	0.1	-5
CCn1cc(CN[C@H]2C[C@H]3C(=O)N[C@@H](Cc4ccc(O)cc4)C(=O)N3C2)c(C)n1	-0.5	9	-0.1	16
O=C(Nc1c(C(=O)Nc2ccc(Br)cc2)cnn1-c1ccccc1)c1ccccc1Cl	0.6	3	0.1	-10
CC(C)c1cc(C(=O)NCCc2ccccc2)nn1-c1nc2ccccc2s1	-0.4	44*	0.2	2
CCc1nc2n[nH]c(N)c2c2c1COC(C)(C)C2	0.8	4	1.6	16
New compounds follow
SMILES	GPR151 ag	TEAD-YAP inh	FBW7 activator	MITF inh
COc1ccc(C)cc1NC(=O)CCCN1C(=S)NC(C)(C)CC1C (configuration not stated)	-1.0	9	0.0	-8
O=C(Nc1ccc(F)c([N+](=O)[O-])c1)C1CC2CCC1C2 (configuration not stated)	0.0	19	0.4	1
Cc1ccc(NS(=O)(=O)c2ccc3c(c2)CCN3C(=O)C2CCC2)cc1	0.5	6	-0.2	3
COc1cccc(Nc2ncnc3c2c(-c2ccccc2)cn3-c2ccccc2)c1	-1.7	-5	0.8	20
O=C(CN1CCC(n2cnc3cccnc32)CC1)Nc1ccc2c(c1)CCC2	0.9	7	0.0	18
CCOC(=O)Cc1nnc(C2CC(=O)N(c3ccc(C)cc3)C2)o1 (configuration not stated)	-1.2	-12	0.5	8
Cc1noc(C)c1CN1CCN(C(=O)/C=C/c2ccccc2)CC1	-0.8	4	-0.1	13
CCOC(=O)N1CCC2(CC1)OCc1cc(-c3cccnc3)ccc1O2	0.0	5	-0.1	2
CS(=O)(=O)Cc1cccc(C(=O)O)c1	-1.3	-8	0.0	-2
CC(C)NC(=O)CN(c1cc(Cl)cc(Cl)c1)S(=O)(=O)c1ccccc1	0.7	0	0.1	8
CN1c2ccc(C=O)c3c(C=O)ccc(c23)N(C)C1(C)C	-1.0	2	-0.2	2
O=C(CCN1C(=O)/C(=C/c2cccs2)SC1=S)N1CCCCCC1	-1.2	17	0.6	12
O=C(NC(Cc1ccccc1)C(=O)O)/C(=C\c1ccccc1F)NC(=O)c1ccccc1 (configuration not stated)	1.5	4	-0.2	2
NC(=O)c1cccc(N=Cc2cc(Br)ccc2O)c1	0.0	1	0.1	-30
COc1ccc(NCc2cc3ccccc3[nH]c2=O)cc1	-0.6	4	0.1	10
COc1cc(NC(=O)NCC(c2ccc(N(C)C)cc2)N(C)C)cc(OC)c1 (configuration not stated)	2.1	-4	-0.3	1
COc1ccc(Cl)cc1C(=O)N/C(=C\c1cccc([N+](=O)[O-])c1)C(=O)Nc1ccc(C)c(F)c1	0.9	1	-0.1	-7
COc1ccc2[nH]c(C)c(CCNC(=O)c3ccc(C)cc3)c2c1	-0.7	0	0.0	0
COC(=O)c1ccccc1NC(=O)c1cccc(C)c1OC	0.0	-8	-0.2	-4
C=CC1=C(C)C2=Cc3c(C=C)c(C)c4[n]3[Sn+2][n]3c(c(C)c(CCC(=O)O)c3=CC3=NC(=C4)C(C)=C3CCC(=O)O)=CC1=N2	0.4	x	-0.1	55*
CCOc1ncccc1C(=O)Nc1ccc(Nc2ccccc2)cc1	-0.1	-9	0.1	-5
CN(CC(=O)Nc1ccccc1-c1ccccc1)S(=O)(=O)c1ccccc1	-2.0	11	0.3	3
c1cnc2ccc(Nc3nc(Nc4ccc5c(c4)OCO5)c4[nH]cnc4n3)cc2c1	1.9	3	0.0	12

Pulled by compound from the entries so far (5):
SMILES	GPR151 ag	TEAD-YAP inh	FBW7 activator	MITF inh
Cc1ccc(NS(=O)(=O)c2ccc3c(c2)CCN3C(=O)C2CCC2)cc1	0.5	6	-0.2	3
COc1ccc(Cl)cc1C(=O)N/C(=C\c1cccc([N+](=O)[O-])c1)C(=O)Nc1ccc(C)c(F)c1	0.9	1	-0.1	-7
COc1ccc(C)cc1NC(=O)CCCN1C(=S)NC(C)(C)CC1C (configuration not stated)	-1.0	9	0.0	-8
O=C(CN1CCC(n2cnc3cccnc32)CC1)Nc1ccc2c(c1)CCC2	0.9	7	0.0	18
COC(=O)c1ccccc1NC(=O)c1cccc(C)c1OC	0.0	-8	-0.2	-4

Screens as filed in PubChem.
